High-throughput results as filed in PubChem BioAssay.
CRFBP-R2 agonist: agonists of human CRF-binding protein/CRF-R2 receptor complex; HEK293 CRF-R2/CRF-BP, calcium dye fluorescence (FLIPR); percent of saturating CRF peptide response; activation, % at 13.2 µM; actives 0.46% (n = 350,000);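 active = activation of at least 50%, plus an integration ratio under a set limit after plate pattern correction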;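 also: plate controls were neutral control wells without compound for no effect and CRF at EC100 for full effect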
PHOSPHO1 block: blocks human PHOSPHO1 phosphatase activity | Q8TCT1 | recombinant PHOSPHO1, absorbance phosphatase assay | inhibition, % at 13.3 µM | actives 1.1% (n = 290,000) | AID 1565; in the data active = inhibition above about 60%
Target sequence (Q8TCT1 whole entry, looked up): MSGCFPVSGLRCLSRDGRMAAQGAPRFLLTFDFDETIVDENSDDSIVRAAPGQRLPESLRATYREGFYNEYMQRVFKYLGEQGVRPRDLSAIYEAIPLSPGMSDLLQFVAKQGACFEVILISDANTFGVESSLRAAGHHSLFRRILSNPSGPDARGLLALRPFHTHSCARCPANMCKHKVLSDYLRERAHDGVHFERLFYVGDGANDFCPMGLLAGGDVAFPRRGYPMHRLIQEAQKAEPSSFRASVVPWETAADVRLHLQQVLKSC
IDE inh: inhibitors of human insulin-degrading enzyme in cells; AID 434962; inhibition, % at 5.59 µM; HEK cells, FAbetaB cleavage, fluorescence polarization; actives 0.41% (n = 320,000);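 active = percent inhibition above the average of all tested compounds plus 3 SD, set per screening campaign, cut at about 16% in these data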;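 also: IDE supplied by intact live HEK cells; FP after avidin binding of uncleaved biotin substrate so inhibition keeps polarization high; 0% = DMSO wells and 100% = 60 µM reference IDE inhibitor Ii1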
M4 PAM: positive allosteric modulators of human muscarinic M4 receptor; activation, % at 3 µM; P08173; AID 624126; CHO-K1 hM4/Gqi5, Fluo-8 calcium fluorescence, ACh EC20; 0% = ACh EC20, 100% = maximal ACh; actives 0.4% (n = 360,000);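 active = activation above its plate's cutoff, the mean activation of sample wells plus 3 SD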; also: some results filed as inactive read as strong as hits
Target sequence (P08173 whole entry, looked up): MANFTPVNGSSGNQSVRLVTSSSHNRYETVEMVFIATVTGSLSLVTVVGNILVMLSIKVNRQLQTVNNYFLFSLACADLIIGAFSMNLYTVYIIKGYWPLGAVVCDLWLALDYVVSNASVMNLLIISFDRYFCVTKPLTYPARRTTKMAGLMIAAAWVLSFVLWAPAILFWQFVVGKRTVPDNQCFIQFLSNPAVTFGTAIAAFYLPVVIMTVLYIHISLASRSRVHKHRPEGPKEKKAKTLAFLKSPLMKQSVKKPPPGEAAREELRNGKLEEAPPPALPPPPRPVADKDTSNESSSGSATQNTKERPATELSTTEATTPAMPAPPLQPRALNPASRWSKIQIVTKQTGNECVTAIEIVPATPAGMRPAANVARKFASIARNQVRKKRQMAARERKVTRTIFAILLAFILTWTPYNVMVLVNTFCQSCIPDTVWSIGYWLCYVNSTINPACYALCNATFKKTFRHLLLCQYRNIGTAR
CRFR2-BP antag: CRF-BP/CRF-R2 complex antagonism | actives 0.59% (n = 350,000) | HEK293 CRF-R2/CRF-BP, CRF-induced calcium fluorescence | inhibition, % at 11.8 µM;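 active = inhibition of the ligand-induced calcium signal above about 50% at the single tested concentration, limit read from the data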
MEKK3 PB1 HTS: MEKK3-MEK5 PB1 interaction, increase or decrease; Q99759; bead-based flow cytometry, Alexa488-MEK5 binding to MEKK3; actives lie on both sides; 0 = blocked by unlabeled MEK5, 100 = vehicle; binding response (% of control), % at 10 µM; actives 1.4% (n = 290,000); AID 1529;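 active = binding response more than 3 SD above or below the average of its plate-row segment, actives on both sides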;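 also: Alexa488 bead fluorescence after subtracting the streptavidin-only scavenger bead signal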
IDE cell activ: boosts human insulin-degrading enzyme activity in HEK cells. activation, % at 5.96 µM. actives 0.073% (n = 340,000). AID 493087. FAbeta-B cleavage, fluorescence polarization; 0% vehicle, 100% cell-free pure enzyme wells. P14735;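 active = activation above the mean of all tested compounds plus 3 SD, set per screening campaign, cut at about 17% in these data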
GalR3 antagonist: antagonists of human GalR3 | AID 651719 | actives 0.44% (n = 360,000) | HEK293 GalR3-CNG cAMP membrane potential fluorescence; galR3 body fused to GalR1 C-terminus | inhibition, % at 3 µM;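 active = inhibition above the screen-wide average plus 3 SD, cut at about 13% in these data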;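 also: forskolin and galanin both at EC90 stimulate the cells; cAMP rise reported by CNG channel membrane potential dye signal; 0% = forskolin plus galanin with DMSO and 100% = forskolin alone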
Target sequence (O60755 1-299 limits assumed): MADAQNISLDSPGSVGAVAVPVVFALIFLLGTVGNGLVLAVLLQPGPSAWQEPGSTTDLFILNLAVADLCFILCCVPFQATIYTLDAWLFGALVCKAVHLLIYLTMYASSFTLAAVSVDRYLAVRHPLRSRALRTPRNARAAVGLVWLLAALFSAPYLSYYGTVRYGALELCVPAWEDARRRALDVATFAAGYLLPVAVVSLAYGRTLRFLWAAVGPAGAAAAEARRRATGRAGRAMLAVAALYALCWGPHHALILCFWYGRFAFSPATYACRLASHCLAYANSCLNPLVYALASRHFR
pCIP destab: lowers stability of the mouse p/CIP coactivator protein | Q05BA5 | F442A p/CIP-EGFP cells, EGFP fluorescence, 16 h | decrease of EGFP signal, % at 10 µM | actives 0.01% (n = 290,000) | AID 1984;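 active = EGFP signal decrease of at least 30% at 10 µM or well 3 SD below plate mean, unless failing retest; inactive = the rest, including hits failing retest or dose response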; also: some compounds called inactive have numbers as strong as hits; many of its hits are not listed in these tables
* hit, by the source's call; . = not tested or not shown.

SMILES | CRFBP-R2 agonist | PHOSPHO1 block | IDE inh | M4 PAM | CRFR2-BP antag | MEKK3 PB1 HTS | IDE cell activ | GalR3 antagonist | pCIP destab
CN(C)CCCn1c2c(c(SCC(=O)Nc3ccc4c(c3)OCCO4)nc1=O)CCC2 | -0.7 | . | 3 | -5 | -3 | . | -5 | -2 | .
Cc1ccc(C)c(S(=O)(=O)N2CCN(C(=O)CNC(=O)c3sc4ccccc4c3Cl)CC2)c1 | 0.8 | . | . | 6 | -2 | . | 0 | -7 | .
C[C@H](CO)N1C[C@H](C)[C@H](CN(C)S(=O)(=O)c2cccs2)OCc2cnnn2CCCC1=O | -0.8 | . | . | -1 | -5 | . | . | 0 | .
COc1ccc(-c2noc(CCC(=O)NCCc3ccccc3)n2)cc1 | 0.2 | 20 | 1 | -4 | -8 | 97 | -4 | -8 | -16
CC(NC(=O)c1ccco1)C1COc2ccccc2O1 (stereo unspecified) | -3.2 | 10 | 2 | 2 | -5 | 103 | 1 | -2 | -3
Cc1onc(-c2ccccc2)c1C(=O)Nc1ccccc1N1CCOCC1 | -0.2 | 7 | -5 | 1 | 16 | 99 | -4 | -4 | -5
COc1ccccc1NC(=O)COc1cccc(-n2cnnn2)c1 | 0.9 | -6 | 6 | -2 | 6 | 101 | 2 | -7 | -15
C[C@H](CO)N1C[C@H](C)[C@@H](CN(C)S(=O)(=O)c2cn(C)cn2)Oc2ccc(NC(=O)Cc3ccccc3)cc2C1=O | -0.7 | . | -5 | -1 | 5 | . | 5 | -3 | .
Cc1cc(OCCn2ccnc2)cc(C(C)C)c1 | -1.2 | -14 | 6 | -29 | 18 | 104 | 1 | -5 | 2
CNC(=S)NNS(=O)(=O)c1ccc(OC)cc1OC | -1.5 | 5 | -2 | 6 | -4 | 106 | 4 | -2 | 1
COc1ccc2[nH]c(=O)c(NC(N)=S)nc2c1 | -0.9 | -70 | 2 | 10 | 26 | 100 | -4 | 3 | -23
Oc1cccc(NC(=S)N=Nc2c(O)[nH]c3ccccc23)c1 | 0.3 | -3 | 1 | 3 | 7 | 102 | -2 | -3 | -7
CCOC(=O)C1(CCOc2ccccc2)CCN(Cc2cccc(-n3cccn3)c2)CC1 | 2.9 | 27 | -2 | -22 | -23 | 103 | 1 | -9 | -5
COc1cccc(OCCn2c(C)c(/C=N/n3cnnc3)c3ccccc32)c1 | 0.0 | 13 | 6 | -1 | 16 | 103 | 0 | -4 | -7
CCCCSc1c(C)c2cc3c(cc2[nH]c1=O)OCO3 | -0.9 | 41 | 2 | -4 | 22 | 97 | 1 | -4 | -12
Cc1ccc(-c2nc(N)sc2CC(=O)OCC(=O)NCCC(C)C)cc1 | -6.1 | -7 | 9 | 8 | 26 | 102 | 2 | -4 | -9
COC(=O)c1c(NC(=O)c2cccnc2)sc(C(=O)N(C)C)c1C | -2.1 | 0 | 2 | 6 | -9 | 162* | -1 | -5 | -13
CCCn1c(=O)c(C(=O)NNC(=O)c2ccccc2Cl)c(O)c2ccccc21 | 66* | -1 | -4 | -4 | 4 | 100 | 0 | -7 | 6
CC(C)NC(=O)C(=O)NCCCOC(C)C | 0.6 | 26 | 6 | 11 | -15 | 104 | 2 | -5 | 4
COC(=O)c1ccc(COC(=O)[C@@H]2CC(O)CN2S(=O)(=O)c2ccccc2[N+](=O)[O-])cc1 (stereo partly specified) | -0.6 | . | -4 | -11 | 2 | . | 4 | -1 | .
Cc1csc2ncc(C(=O)Nc3ccccc3Cl)c(=O)n12 | 1.6 | 8 | 6 | 7 | 2 | 108 | 10 | 0 | -9
Cn1cnc([N+](=O)[O-])c1Sc1n[nH]c(N)n1 | -0.6 | 24 | 2 | 5 | -2 | 97 | -1 | -10 | 6
O=C(CC1Sc2ccccc2NC1=O)NNc1ccc(Cl)c(Cl)c1 (stereo unspecified) | 2.2 | . | . | -1 | -19 | . | 1 | -5 | .
COc1ccccc1Nc1nc(NCc2ccco2)nc(N)c1[N+](=O)[O-] | -0.5 | -4 | 9 | 3 | -61 | 91 | . | -5 | 2
C/C(=C\C(=O)c1cccnc1)Nc1ccc(C(=O)O)cc1 | -1.0 | 40 | -2 | 17 | 2 | 97 | -1 | -4 | -8
O=C(CN1CCN(Cc2ccccc2)CC1)N=Nc1c(O)[nH]c2ccccc12 | -2.5 | 6 | -4 | -3 | 41 | 89 | -3 | -1 | -11
CCC(C)c1ccccc1NC(=O)CN1CCN(C/C=C/c2ccccc2)CC1 (stereo unspecified) | 0.5 | -10 | 8 | -1 | -17 | 99 | -1 | -3 | 0
COc1ccc(/C(N)=N/OC(=O)CN(C)S(=O)(=O)c2ccccc2)cc1 | 0.6 | 23 | . | -4 | -19 | 102 | . | -7 | -6
CCN(CC(=O)Nc1ccc(NC(C)=O)cc1)C(=O)CCCc1nc2ccccc2s1 | 1.9 | . | 1 | 17 | 15 | . | 1 | -6 | .
Cc1ccc(C)c(OCCC(=O)OCC(=O)c2ccc3c(c2)NC(=O)CO3)c1 | 0.5 | . | -3 | 2 | 3 | . | 3 | -7 | .
COc1cccc(C(=O)Oc2ccc(/C=N/Nc3ccc(C(=O)O)cc3)cc2OC)c1 | 1.6 | 5 | 1 | -4 | 2 | 102 | 3 | 6 | 0
Cc1nc2ccccn2c1C(=O)NNC(=S)Nc1ccccc1 | -2.9 | -55 | -3 | 9 | 13 | 85 | -2 | -2 | -1
CCCc1nc(SCC(=O)c2ccc(F)cc2)c2ccccc2n1 | 4.2 | -8 | 6 | -2 | -6 | 99 | 1 | -4 | -6
Cc1ccc(C(=O)NNC(=O)C(C)Sc2nc(N)cc(N)n2)cc1 (stereo unspecified) | 4.4 | 11 | 3 | 11 | 21 | 99 | -1 | 0 | 16
O=C(O)c1ccc2nc(-c3ccccc3)sc2c1 | -0.8 | 9 | -6 | -6 | 7 | 100 | 5 | -5 | -2
Cc1ccc(CCN2CC(C(=O)NC3CCCCC3)CC2=O)cc1 (stereo unspecified) | -1.5 | 30 | 0 | 4 | -11 | 102 | 6 | 1 | -2
Cc1c(N=C2N=C(NC(=O)NC(C)(C)C)c3ccccc32)c(=O)n(-c2ccccc2)n1C | -2.0 | 27 | -1 | -2 | 23 | 98 | 8 | -8 | 4
Cc1ccc(S(=O)(=O)N2CCN(C(=O)COC(=O)C3CCC3)CC2)c(C)c1 | -1.3 | . | 3 | 0 | 9 | . | -2 | -5 | .
O=S(=O)(c1ccccc1)N1C2CCC1CC(O)(c1cccnc1)C2 (stereo unspecified) | 1.0 | 15 | 8 | -6 | 0 | 100 | 3 | -5 | -9
N/C(CS(=O)(=O)c1ccccn1)=N\OC(=O)c1ccccc1Cl | -2.1 | 19 | 2 | -2 | -3 | 104 | . | -5 | 3
Oc1ccc(Nc2nc(-c3ccccc3)nc3ccccc23)cc1 | -0.2 | -2 | -13 | -2 | -1 | 92 | 1 | . | -6
CCN(CC)C(=O)C1CCC(C)(C(=O)O)C1(C)C (stereo unspecified) | 0.0 | 17 | 7 | -4 | -8 | 102 | -1 | -2 | 9
CCCN(C(=O)CCNC(=O)c1ccc(Cl)cc1)c1c(N)n(Cc2ccccc2)c(=O)[nH]c1=O | -1.7 | . | 10 | 12 | 13 | . | 0 | -8 | .
Cc1ccc(C(=O)Nc2cc(-c3ccn[nH]3)c(C)n(N)c2=O)cc1 | -2.2 | 41 | -3 | 10 | 1 | 100 | -3 | -1 | 6
O=C(Nc1cccc2cccnc12)c1ccc(Br)cc1Br | -0.2 | 25 | -1 | -3 | -3 | 108 | 1 | . | 6
O=C(CSc1nc2nn(-c3ccccc3)c(=O)c-2c2n1CCCCC2)Nc1cccc(F)c1 | -0.8 | . | -2 | 2 | 8 | . | 1 | -5 | .
COc1ccc2nc(SCC(=O)NCc3ccc(F)cc3)[nH]c2c1 | -2.4 | 26 | -3 | 2 | 17 | 104 | 3 | -5 | -21
Cc1onc(-c2ccccc2)c1C(=O)NC1CC1 | -1.6 | . | . | 16 | -11 | . | 4 | -4 | .
Cc1ccc(/C=N/NC(=O)Cc2ccc(O)cc2)s1 | -1.7 | 36 | 0 | 10 | 4 | 106 | 3 | 1 | 0
CCN1C(=O)CSC1=Nc1ccccc1Cl | 0.0 | 24 | . | 0 | 14 | 106 | 1 | 5 | -5
CCCNC(=O)C(Cc1ccccc1)NC(=O)c1ccccc1 (stereo unspecified) | 0.5 | . | 1 | 3 | -6 | . | 3 | 5 | .
CSc1ncc(Cl)c(C(=O)Nc2ccccc2Cl)n1 | 4.7 | -6 | -6 | -3 | -9 | 103 | 2 | -9 | -10
O=C(Nc1ccc(Cl)cc1Cl)Nn1cnnc1 | 0.3 | -7 | -2 | 8 | 0 | 100 | 2 | -2 | -35
COc1ccc(-c2csc(NC(=O)CCS(=O)(=O)c3ccccc3)n2)c(OC)c1 | -0.1 | 2 | -6 | -36 | -7 | 96 | 0 | -4 | 6
CCCCC(CC)C(=O)Oc1ccc(O)c(C(C)(C)C)c1 (stereo unspecified) | 4.1 | 30 | -8 | 1 | -44 | 104 | 8 | -9 | -5
CCN(CC)S(=O)(=O)c1cccc(-c2nnc(SCC(=O)NC3CCCCCC3)n2N)c1 | -1.7 | 12 | -3 | -15 | -16 | 96 | 4 | -1 | -3
CC(=O)N1c2ccccc2C2(O)N=C(C)SC12 (stereo unspecified) | -2.4 | 72* | 13 | 6 | -1 | 101 | -12 | . | 3
CC(C)NC(=O)C(=O)N/N=C/c1ccco1 | 4.0 | -3 | 0 | 24* | -8 | 93 | 0 | -6 | -8
O=C(O)C1C2C=CC3(CN(Cc4ccncc4)C(=O)C13)O2 (stereo unspecified) | -1.1 | 10 | 9 | 2 | 11 | 114 | 2 | -1 | 2
Cc1ccc(-c2csc(N(CCCN(C)C)C(=O)c3ccco3)n2)cc1 | 11 | -10 | -1 | -16 | -27 | 114 | 5 | -8 | -19

Three of the compounds above, with each value named:
> CCN1C(=O)CSC1=Nc1ccccc1Cl
  CRFBP-R2 agonist: 0.0
  PHOSPHO1 block: 24
  IDE inh: .
  M4 PAM: 0
  CRFR2-BP antag: 14
  MEKK3 PB1 HTS: 106
  IDE cell activ: 1
  GalR3 antagonist: 5
  pCIP destab: -5
> CCCNC(=O)C(Cc1ccccc1)NC(=O)c1ccccc1 (stereo unspecified)
  CRFBP-R2 agonist: 0.5
  PHOSPHO1 block: .
  IDE inh: 1
  M4 PAM: 3
  CRFR2-BP antag: -6
  MEKK3 PB1 HTS: .
  IDE cell activ: 3
  GalR3 antagonist: 5
  pCIP destab: .
> CSc1ncc(Cl)c(C(=O)Nc2ccccc2Cl)n1
  CRFBP-R2 agonist: 4.7
  PHOSPHO1 block: -6
  IDE inh: -6
  M4 PAM: -3
  CRFR2-BP antag: -9
  MEKK3 PB1 HTS: 103
  IDE cell activ: 2
  GalR3 antagonist: -9
  pCIP destab: -10

Later entries:
SMILES | CRFBP-R2 agonist | PHOSPHO1 block | IDE inh | M4 PAM | CRFR2-BP antag | MEKK3 PB1 HTS | IDE cell activ | GalR3 antagonist | pCIP destab
O=C(c1ccc(S(=O)(=O)N2CCCCCC2)cc1)N1CCN(c2ccccn2)CC1 | -0.3 | 0 | 7 | -17 | -6 | 97 | -1 | -7 | -2
CCOc1cccc2cc(-c3nnc(NCc4ccco4)s3)c(=O)oc12 | 7.8 | 21 | 3 | 7 | 11 | 92 | 3 | -5 | -16
O=C(c1ccc(NS(=O)(=O)c2cccs2)cc1)N1CCN(c2ccccc2Cl)CC1 | 3.5 | 4 | 7 | -3 | -14 | 101 | -13 | -8 | -15
O=C(Nc1ccccc1C(F)(F)F)N1CCN(c2ccc3nncn3n2)CC1 | -1.4 | 0 | -4 | 1 | 6 | 97 | 0 | -7 | -13

Compounds were not picked by outcome; overall some 4.2% were active at least once.
